# BCR signal inh = qHTS Assay to Find Inhibitors of Chronic Active B-Cell Receptor Signaling. AID 493014, 2011. Potency, µM (titrated, usually from 46.1 µM), for inactives: at the top dose ratio change, negative = lower green/red ratio, most hits filed as inhibitors. ABC-DLBCL IkBa-CBG/CBR reporter, luminescence ratio, 4 h. actives 0.05% (n = 340,000); active means well fitted inhibition curve with a large enough effect in the signal ratio, with a control signal flat, not every such curve was filed as active; inconclusive means small, poorly fitted or top-dose-only effect, or effect the other way, or a change in a side signal; the % refers to the signal ratio;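 further: potency means the concentration at half of the fitted maximal effect; plate controls were basal doxycycline-induced cells for no effect and cells given 10 µM MG132 for full effect; MG132 reads +100%, hits lower the ratio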
#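 TMD8 ABC-DLBCL cells carrying doxycycline-inducible green luciferase fused to IkappaBalpha plus unfused red luciferase were exposed to compounds (up to 46 uM) for 4 hrs at 37C. Activity came from the overlap-corrected green/red luminescence ratio.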
# Giardia kill = Small Molecules that selectively kill Giardia lamblia: qHTS. AID 540267, 2011. activity change, % at 7.66 µM, hits read low. actives 0.15% (n = 340,000). Giardia lamblia trophozoite viability; in the data active means activity change below about -80%; inconclusive means between about -30% and that limit;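 further: parasites exposed to compound for two days anaerobically before the ATP read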
#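 Trophozoites 100 cells/well + cpd; 48 hrs, 37 deg C, anaerobic. ATPLite 1-Step added, 15-30 min RT, luminescence read (ATP-based viability).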
# Eya2 inh = qHTS Assay for Inhibitors of the Phosphatase Activity of Eya2; Protein phosphatase EYA2 (Homo sapiens), O00167; recombinant Eya2, OMFP fluorescence dephosphorylation (OMFP is methylfluorescein phosphate); Potency, µM (highest dose often 76.9 µM), for inactives: at the top dose activity, negative = inhibition, actives largely listed as inhibitors; actives 0.006% (n = 330,000); further: potency means the concentration at half of the fitted maximal effect
# Target sequence (O00167 whole entry, looked up): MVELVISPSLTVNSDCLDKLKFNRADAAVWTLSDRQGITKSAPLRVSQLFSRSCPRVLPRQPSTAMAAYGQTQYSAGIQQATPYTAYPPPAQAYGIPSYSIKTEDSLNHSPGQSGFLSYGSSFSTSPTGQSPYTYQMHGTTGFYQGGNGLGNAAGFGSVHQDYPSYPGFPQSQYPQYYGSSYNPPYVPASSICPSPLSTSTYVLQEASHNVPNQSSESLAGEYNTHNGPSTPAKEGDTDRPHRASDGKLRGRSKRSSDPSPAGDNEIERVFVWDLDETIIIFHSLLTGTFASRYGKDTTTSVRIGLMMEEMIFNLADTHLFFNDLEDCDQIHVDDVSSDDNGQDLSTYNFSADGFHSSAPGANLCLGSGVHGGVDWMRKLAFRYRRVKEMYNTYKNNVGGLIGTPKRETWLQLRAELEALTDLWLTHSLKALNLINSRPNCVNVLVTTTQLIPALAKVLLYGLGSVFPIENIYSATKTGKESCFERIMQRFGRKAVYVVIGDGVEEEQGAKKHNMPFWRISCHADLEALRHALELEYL
#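 Eya2 protein (added as 0.2 uM solution) was preincubated with compound for 10 min at ambient temperature in 50 mM HEPES pH 7.5, 50 mM NaCl, 5 uM MgCl2, 0.05% BSA, 1 mM DTT. OMFP (added at 50 uM) then reacted 10 min; fluorescence read at 485/525 nm.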
# KCNH2 WT inh = qHTS for Inhibitors of KCHN2 3.1: Wildtype qHTS; Voltage-gated inwardly rectifying potassium channel KCNH2 (Homo sapiens), Q12809; U2OS, BacMam KCNH2, thallium flux FluxOr; active compounds read low; activity change, % at 1.84 µM; actives 0.37% (n = 340,000);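 active means maximum activity change below -70%; inconclusive means maximum activity change between -70% and -50%; inactive means maximum activity change above -50%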
#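 U2OS cells transduced with wild-type KCNH2 virus are loaded with FluxOr dye for 45 min, and thallium flux is measured in kinetic reads before and after stimulation buffer. Rate constants are normalized to DMSO controls.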
# KCNH2 3.1 block = qHTS for Inhibitors of KCHN2 3.1: Mutant qHTS. Potassium voltage-gated channel subfamily H member 2, brain isoform KCNH2 3.1 (human). U2OS KCNH2 3.1, thallium flux FluxOr; active compounds read low. activity change, % (tested at about 1.8 µM). actives 0.95% (n = 340,000). AID 720553, 2013;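 active means maximum activity change below -70%; inconclusive means maximum activity change from -70% to -50%; inactive means maximum activity change above -50%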;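 further: thallium influx rate constant from kinetic fluorescence after stimulation buffer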
#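 Thallium flux read-out: FluxOr dye with Red40 quencher in HBSS/HEPES, 45 min at RT. Rate constants from kinetic reads were normalized to positive and negative DMSO controls. Cells: U2OS virally expressing the 3.1 isoform.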
# GALK inh = qHTS Assay for Inhibitors of Human Galactokinase (GALK); P51570; Purified GALK, Kinase-Glo residual ATP luminescence; actives 0.007% (n = 270,000); Potency, µM (doses to about 57.5 µM), for inactives: at the top dose activity change, negative = inhibition, hits mostly inhibitors; further: potency means the concentration at half of the fitted maximal effect
#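 Galactose (100 uM) and ATP (35 uM) were turned over by 5 nM GALK for 1 h at RT. Kinase-Glo Plus then converted the remaining ATP into a luminescent signal.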
# FBPA coupling cs = qHTS Assay for Inhibitors of Fructose-1,6-bisphosphate Aldolase from Giardia Lamblia: Coupling assay counterscreen | actives 0.67% (n = 290,000) | activity change, negative = inhibition, % at 58.2 µM, hits read low | coupling enzyme system counterscreen, AmpLite Red fluorescence | AID 2472, 2010; in the data active means activity change below about -30%
#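 Fluorescence at 525 nm excitation and 598 nm emission measured inhibition of the coupled detection system without aldolase. Compounds (at 57.5 uM final) were preincubated 10 min at room temperature with coupling enzyme reagent before a 20 min substrate/AmpLite Red step.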
# uPA generation = qHTS for Inhibitors of Cell Surface uPA Generation | cell surface uPA generation assay, qHTS | Potency, µM (doses to about 38.3 µM), inactives show at the highest dose activity change, negative = inhibition, actives largely listed as inhibitors | actives 0.31% (n = 330,000) | AID 540303, 2011; active means well fitted inhibition curve with a large enough effect; inconclusive means small, poorly fitted or top-dose-only effect; inactive means no such curve, though single readings can be large or run the other way; tested in mouse RAW 264.7 cells; further: potency means the concentration at half of the fitted maximal effect; nearly all actives have a fitted effect of over 55% in size
# B2AR arrestin = qHTS assay of beta-arrestin-biased ligands of beta2-adrenergic receptor; Beta-2 adrenergic receptor (Homo sapiens), P07550; beta-arrestin recruitment to beta2AR, cell-based reporter; Potency, µM (top dose mostly 46.1 µM), inactives show top-dose activation, most hits filed as activators; actives 0.02% (n = 330,000); AID 492947, 2010;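 further: potency means the concentration at half of the fitted maximal effect; 0% = DMSO controls and full agonism = EC100 isoproterenol or metaproterenol; nearly all actives have a fitted effect of over 65% in size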
# USP2a block = qHTS Assay for Inhibitors of Ubiquitin-specific Protease USP2a Using CHOP2 as the Reporter; actives 0.01% (n = 330,000); USP2 core, Ub-CHOP2 coupled fluorogenic reporter, 485/531; Ubiquitin carboxyl-terminal hydrolase 2 (Homo sapiens), O75604; Potency, µM (highest dose often 38.3 µM), for the others: top-dose activity change, negative = inhibition, actives largely listed as inhibitors; AID 463254, 2010;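 further: potency means the concentration at half of the fitted maximal effect; plate controls were DMSO wells for no effect and full inhibition by NEM control for full effect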
#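 USP2 core (10nM final) preincubated 30min RT with compound in 20mM Tris-HCl pH 8.0, 2mM CaCl2, 2mM beta-mercaptoethanol, 0.05% CHAPS; 25nM Ub-CHOP2 plus 25nM reporter substrate added, fluorescence (Ex485/Em531) read after 60min.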
# PKM2 act = qHTS Assay for Activators of Human Muscle isoform 2 Pyruvate Kinase; purified PKM2, Kinase-Glo ATP luminescence, activation; response scale: 0% is enzyme alone, no compound; actives 0.34% (n = 260,000); AID 1631, 2009; Potency, µM (titrated, usually from 57.5 µM), for inactives: top-dose activation, hits mostly activators; further: potency means the concentration at half of the fitted maximal effect; nearly all actives have a fitted effect of over 55% in size
# Target sequence (P14618 whole entry, looked up, canonical isoform): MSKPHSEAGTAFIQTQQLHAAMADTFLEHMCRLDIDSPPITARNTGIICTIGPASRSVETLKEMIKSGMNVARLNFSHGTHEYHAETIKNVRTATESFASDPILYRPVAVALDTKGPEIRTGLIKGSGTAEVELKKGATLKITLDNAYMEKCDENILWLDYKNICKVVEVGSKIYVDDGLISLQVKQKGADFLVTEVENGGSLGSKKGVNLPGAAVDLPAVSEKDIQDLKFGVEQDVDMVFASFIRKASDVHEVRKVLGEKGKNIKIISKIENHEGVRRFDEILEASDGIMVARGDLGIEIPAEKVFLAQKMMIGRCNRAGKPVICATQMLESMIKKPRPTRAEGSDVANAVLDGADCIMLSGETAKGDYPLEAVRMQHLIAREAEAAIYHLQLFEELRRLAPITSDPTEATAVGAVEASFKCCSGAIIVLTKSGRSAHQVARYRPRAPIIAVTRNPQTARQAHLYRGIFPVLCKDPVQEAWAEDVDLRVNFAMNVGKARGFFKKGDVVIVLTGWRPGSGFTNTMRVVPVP
#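 ATP formation by purified human PK-M2, quantified via coupled luciferase luminescence after 1 h at room temperature with 0.1 mM ADP and 0.5 mM PEP final.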
# An asterisk follows results filed as active; ? = inconclusive; / = not tested or not shown; [ ] = another dose, or the depositor's remark. Unless noted, the call rests on the fitted dose curve; in most records, active means well fitted curve in the direction sought with a large enough effect; inconclusive means small, poorly fitted or top-dose-only effect, or another doubt; inactive means no such curve, though single readings can be large; an effect the other way counts as inactive or inconclusive. Unless noted, on the % scale 0 is the no-effect control and ±100 the full control effect.
SMILES,BCR signal inh,Giardia kill,Eya2 inh,KCNH2 WT inh,KCNH2 3.1 block,GALK inh,FBPA coupling cs,uPA generation,B2AR arrestin,USP2a block,PKM2 act
Cc1cc([N+](=O)[O-])ccc1NCc1ccc2ccccc2c1,?,10,-13%,2,-11,6%,-2,-3%,-0.3%,-5%,-4%
O=C(NCCN1CCOCC1)c1ccc2c(c1)N(Cc1c(F)cccc1Cl)C(=O)c1ccccc1S2,1%,20,7%,-1,-3,1%,3,-5%,-0.7%,-1%,5%
COC(=O)c1ccc2c(=O)[nH]c(CSc3nnc(C(F)(F)F)n3C)nc2c1,-1%,-7,2%,-6,1,0%,3,-2%,0.1%,0%,-4%
Cc1ccc(CN2C(=NC(=O)CCC(=O)O)SC3CS(=O)(=O)CC32)cc1 (stereo unspecified),?,10,-3%,1,-4,4%,5,2%,-1.0%,0%,-3%
CCCNC(=O)Nc1ccc(C(F)(F)F)cc1,?,-19,-7%,8,-25,0%,1,-21%,0.1%,5%,-13%
O=c1c(Cc2c(F)cccc2Cl)c(O)ccn1CCc1ccccn1,8%,-4,-7%,-4,-92*,3%,3,3%,-0.2%,2%,0%
COc1cc2c(C(=O)O)c(C)n(C)c2c2ccccc12,3%,4,13%,-4,2,2%,10,?,0.2%,0%,/
O=C(CCN1C(=O)C2C3C=CC(C3)C2C1=O)Nc1ccc2ncccc2c1 (stereo unspecified),-6%,1,4%,-5,10,0%,3,-2%,0.3%,-2%,8%
S=c1[nH]nc(NCCc2ccccc2)s1,22%,4,5%,-8,/,12%,6,0%,0.4%,2%,3%
CC(C)(C)c1cc(CCC(=O)NNC(=O)c2ccco2)cc(C(C)(C)C)c1O,0%,-2,-9%,-1,-7,/,1,2%,4.1%,5%,-8%
O=C(CCc1ccc(S(=O)(=O)NCc2ccccc2)cc1)NCC1CCCO1 (stereo unspecified),0%,-19,-2%,5,-2,-2%,4,9%,11%,0%,2%
Clc1ccc2nc(CN3CCCCCC3)cn2c1,7%,35[activator],7%,46,3,1%,/,6%,-0.4%,-1%,-3%

# Fetched one by one from above:
SMILES,BCR signal inh,Giardia kill,Eya2 inh,KCNH2 WT inh,KCNH2 3.1 block,GALK inh,FBPA coupling cs,uPA generation,B2AR arrestin,USP2a block,PKM2 act
Clc1ccc2nc(CN3CCCCCC3)cn2c1,7%,35[activator],7%,46,3,1%,/,6%,-0.4%,-1%,-3%
O=C(CCN1C(=O)C2C3C=CC(C3)C2C1=O)Nc1ccc2ncccc2c1 (stereo unspecified),-6%,1,4%,-5,10,0%,3,-2%,0.3%,-2%,8%

# The results go on:
SMILES,BCR signal inh,Giardia kill,Eya2 inh,KCNH2 WT inh,KCNH2 3.1 block,GALK inh,FBPA coupling cs,uPA generation,B2AR arrestin,USP2a block,PKM2 act
CCN(CC)P(=O)(Nc1cccc(C(F)(F)F)c1)c1ccc(N(C)C)cc1NC(=O)c1ccco1 (stereo unspecified),1%,6,-9%,20,22,1%,-15,?,0.0%,-2%,5%
COc1ccc2nc(-c3ccccc3)cc(C(=O)N3CCC3)c2c1,?,-19,-8%,-16,6,/,/,-4%,-0.1%,2%,/
CC1CN(C(=O)c2ccc(-c3cccc(C(F)(F)F)c3)o2)CC(C)O1 (stereo unspecified),7%,-5,-30%,-7,-1,/,/,4%,-0.1%,0%,/
CCOc1ccc(NC(=O)CN(C)CC(=O)Nc2ccc(Br)cc2F)cc1OCC,-19%,-6,1%,-18,-6,-1%,1,8%,0.4%,-5%,-1%
O=C(NCCCN1CCOCC1)c1ccc2ccccc2c1,5%,-3,5%,4,7,/,/,2%,0.1%,3%,/
O=C(CSc1ccccn1)N1CCN(c2cccc(Cl)c2)CC1,?,1,-9%,-4,-11,0%,0,4%,-0.3%,5%,5%
CC(=NCCc1ccccc1)C1=C(O)COC1=O,-4%,11,-5%,-1,-45,2%,0,2%,-0.1%,0%,0%
CCc1ccc(NC(=O)C2CCCN(S(=O)(=O)c3ccc4[nH]c(=O)ccc4c3)C2)cc1 (stereo unspecified),-1%,13,-6%,35,-7,7%,-2,5%,-1.1%,2%,2%[0.46 µM]
CCOC(=O)C1(Cc2cccc(Cl)c2)CCCN(C(=O)c2ccnn2C)C1 (stereo unspecified),7%,1,-8%,11,1,5%,/,-4%,0.3%,2%,-1%
CCOc1cc(C(=S)N2CCCC2)ccc1OCC(=O)Nc1c(C)cc(C)cc1C,-4%,7,7%,8,17,-1%,-2,2%,-0.7%,4%,1%
CCCn1c(=C(C#N)C#N)s/c(=C2\C=Cc3ccccc3N2CC)c1=O,?,-4,-26%,-10,-14,1%,3,-1%,-0.5%,1%,3%
Fc1ccc(NC(=S)N2CCc3[nH]c4ccccc4c3C2)cc1,3%,-7,17%,3,9,-1%,-4,-17%,0.4%,3%,-2%
Cn1ccnc1C(OC(=O)c1ccccc1)C(F)(F)F (stereo unspecified),-1%,-10,?,-17,14,0%,0,-3%,-0.2%,-2%,/
Cn1c(=O)n(C)c2cc(NS(=O)(=O)c3ccc(Cl)s3)ccc21,?,34[activator],-2%,9,27,2%,2,-11%,0.0%,-1%,24%
CCc1ccccc1NC(=O)CCCN1C(=O)C2CC=CCC2C1=O (stereo unspecified),-1%,16,0%,-2,12,-3%,/,2%,-0.5%,0%,-1%
O=C(Cn1c(C(=O)NCCCN2CCOCC2)cc2sccc21)c1ccccc1,/,-18,/,5,-3,4%,2,/,/,/,0%
CN1CCN(CCCNC(=O)c2ccc3c(c2)N(Cc2ccccc2)CCS3)CC1,19%,0,-11%,9,7,4%,1,-8%,-0.9%,0%,10%
CCCOc1ccc(N2C(=O)CC(N(CCc3ccc(OC)c(OC)c3)C(=O)c3ccccc3)C2=O)cc1 (stereo unspecified),2%,-23,-4%,-2,1,-3%,0,-12%,-0.5%,2%,2%
CN1C(=O)C(C)(C)c2cc(S(=O)(=O)NCC3CCC(C(=O)NC4CCCCC4)CC3)ccc21 (stereo unspecified),3%,-10,-2%,0,17,-1%,0,-8%,-0.1%,4%,/
Cc1ccc(OCC(=O)Nc2ccc(C)c(F)c2)c([N+](=O)[O-])n1,1%,?,-2%,-1,-17,/,/,-4%,0.2%,2%,/
CC(Oc1ccc2oc3ccccc3c2c1)C(=O)NC12CC3CC(CC(C3)C1)C2 (stereo unspecified),-15%,-16,-2%,-11,-9,0%,-9,-2%,-0.1%,-2%,-9%
Cc1onc(-c2ccccc2)c1C(=O)N1CCCc2ccccc21,0%,-5,6%,-6,-6,10%,-1,-2%,0.3%,2%,-4%
CCN(CC)S(=O)(=O)N1CCC(C(=O)NC2CCCC2)CC1,1%,-1,-12%,-13,-10,3%,6,/,0.1%,0%,1%
Cc1ccc(NC(=O)NNC(=O)c2cccs2)cc1,?,6,5%,-12,-9,0%,3,3%,-0.7%,5%,-7%
CCOc1ccc(NC(=O)c2ccc(-n3cccn3)nc2)cc1,3%,-13,-1%,1,2,-2%,1,3%,0.1%,0%,-1%
COc1ccc(-c2csc(C3=C(O)CN(C(C)C)C3=N)n2)cc1OC,?,-6,-8%,-4,-7,12%,0,-13%,-0.1%,-6%,18%
Cc1cc(C(=O)O)cc(S(=O)(=O)Nc2ccccc2C(=O)NC2CC2)c1C,-2%,1,19%,-6,-4,/,/,16%,-3.2%,3%,/
Cc1ccc(CNCc2cccnc2)s1,-11%,9,14%,-9,5,1%,-2,?,-1.1%,2%,1%
CN1CCN(NC(=O)c2cccc3ccccc23)CC1,4%,4,4%,2,0,/,2,8%,-1.3%,2%,1%
CCCOc1ccccc1C1NC(=O)NC(C)=C1C(=O)OCc1ccccc1 (stereo unspecified),?,7,-2%,38,-7,-5%,-12,-11%,0.2%,-13%,8%
COc1ccc(NC(=O)c2sc(-c3ccccc3)nc2C)c(OC)c1,?,3,-2%,-1,2,-3%,1,-6%,-0.7%,-3%,/
CC(=O)c1c(C)[nH]c(C(=O)OCC(=O)Nc2cc(S(=O)(=O)N3CCCCC3)ccc2C)c1C,?,-1,-1%,-5,-4,1%,0,-11%,-0.7%,-7%,-16%
NS(=O)(=O)c1ccc(NC(=O)c2cccc3ccccc23)cc1,?,0,1%,3,9,-2%,0,14%,-0.1%,1%,-1%

# Assay outcomes as filed in PubChem BioAssay.
